TRHR ag = activates the human TRH receptor. TRHR cells, calcium flux fluo-8, FDSS agonist mode. 0.18% of 360,000 active. activation, % at 2 µM. P34981. AID 493084; further: 0% is about no effect
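Agonist-mode FDSS calcium read (Ex 480/Em 530, 1 s cycles) in 1536-well TRHR cells with fluo-8 dye, after 10-cycle baseline and 23 nL compound addition; TRH at EC20 (10 nM final) added afterwards for the enhancer phase.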
RXFP1 antagonist = RXFP1 (human) relaxin receptor antagonism; Q9HBX9; HEK293-RXFP1, relaxin-stimulated cAMP HTRF, 30 min; hits give low values; activity change, negative = inhibition, % at 57.5 µM; 0.59% of 350,000 active; AID 1259400;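 active means activity change of -60% or lower, but not beyond a set lower limit; inconclusive means change between -60% and -40%, or beyond the set limit; inactive means change above -40%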; further: on the % scale 0 is the no-effect control and ±100 the full control effect
D2 antagonist = antagonists of human D2 dopamine receptor. P14416. HEK293 TREx D2 cells, calcium flux, dopamine EC80. inhibition, % at 10 µM. 2% of 340,000 active; in the data active means inhibition above about 30%; further: 0% is about no effect
Target sequence (P14416 whole entry, looked up): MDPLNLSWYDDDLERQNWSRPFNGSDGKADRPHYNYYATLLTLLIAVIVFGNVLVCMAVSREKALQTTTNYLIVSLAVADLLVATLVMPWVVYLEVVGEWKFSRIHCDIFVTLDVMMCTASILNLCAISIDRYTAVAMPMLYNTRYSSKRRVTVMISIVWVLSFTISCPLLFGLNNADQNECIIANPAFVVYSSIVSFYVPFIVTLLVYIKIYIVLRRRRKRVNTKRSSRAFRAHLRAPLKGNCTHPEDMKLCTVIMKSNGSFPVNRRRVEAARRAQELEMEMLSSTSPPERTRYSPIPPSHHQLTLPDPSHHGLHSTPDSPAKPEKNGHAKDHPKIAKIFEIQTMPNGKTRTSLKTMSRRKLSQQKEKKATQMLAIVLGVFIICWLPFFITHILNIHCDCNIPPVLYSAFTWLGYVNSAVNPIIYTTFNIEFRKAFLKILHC
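Compounds are added to dye-loaded, induced HEK293 T-REx cells coupled to calcium release via D2; after a 3 min kinetic read an EC80 dopamine stimulus is given and fluorescence is recorded for 3 more min.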
D2 ag = activates the human D2 dopamine receptor; P14416; HEK293 T-REx D2 cells, calcium flux agonist mode; activation, % at 2 µM; 0.53% of 340,000 active; AID 485358;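 active means activation over 3 SD above normal in the single-dose calcium agonist read, cut at about 30% in these data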; further: 0% is about no effect
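Agonism scored from kinetic calcium signal (1 read/sec, 180 s) following compound pin transfer, after a 10 s baseline. Cells: HEK293 Trex line expressing inducible D2 receptor coupled to calcium, dye-loaded after overnight culture at 30 C.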
D1 antag = blocks dopamine activation of the human D1 receptor; P21728; HEK293 TREx D1 cells, calcium flux, dopamine EC80; hits give low values; AID 504652; activity change, negative = inhibition, % at 10 µM; 3.2% of 360,000 active; in the data active means activity change below about -30%; further: on the % scale 0 is the no-effect control and ±100 the full control effect
Target sequence (P21728 whole entry, looked up): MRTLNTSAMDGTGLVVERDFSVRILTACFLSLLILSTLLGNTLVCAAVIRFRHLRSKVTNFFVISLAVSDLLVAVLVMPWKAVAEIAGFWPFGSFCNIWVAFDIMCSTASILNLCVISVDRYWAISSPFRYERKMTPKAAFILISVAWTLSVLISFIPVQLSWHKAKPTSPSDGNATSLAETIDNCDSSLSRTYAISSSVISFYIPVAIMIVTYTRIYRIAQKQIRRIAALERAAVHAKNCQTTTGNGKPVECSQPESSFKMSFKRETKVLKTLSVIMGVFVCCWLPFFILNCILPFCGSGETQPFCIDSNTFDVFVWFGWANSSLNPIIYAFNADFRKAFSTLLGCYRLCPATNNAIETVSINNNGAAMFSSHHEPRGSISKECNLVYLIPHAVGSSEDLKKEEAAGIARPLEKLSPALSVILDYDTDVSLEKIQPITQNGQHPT
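Inducible Hek293 Trex D1 cells (tetracycline, overnight, 30 C). Calcium dye 30–90 min RT. Antagonist mode: EC80 dopamine added after 180 s compound read.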
TRHR enhancer = TRH receptor (human) allosteric enhancement; P34981; TRHR cells, fluo-8 calcium fluorescence, EC20 TRH enhancement; enhancement, % at 2 µM; 0.66% of 360,000 active; AID 493056; in the data active means enhancement above about 30%; further: 0% is about no effect
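Enhancer read-out: after compound pinning and an initial kinetic agonist-mode read, an EC20 of TRH (10 nM final) was injected and fluo-8 calcium signal (Ex 480/Em 530) followed at 1 s/cycle for 100 cycles in TRHR-expressing cells.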
D1 potentiator = potentiators of human D1 dopamine receptor; HEK293 TREx D1 cells, calcium flux, dopamine EC20 potentiation; P21728; potentiation, % at 10 µM; 0.036% of 360,000 active; AID 504651; in the data active means potentiation above about 30%; further: 0% is about no effect
D1 ag = activates the human D1 dopamine receptor | P21728 | HEK293 T-REx D1 cells, calcium flux, agonist mode | activation, % at 2 µM | 1% of 360,000 active | AID 504660; further: 0% is about no effect
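Agonism was scored from calcium flux recorded over 180 s (1 read/s) after pintool compound addition, following a 10-cycle baseline. Cells were inducible force-coupled HEK293 TREx D1, plated overnight at 30 C and loaded with no-wash calcium dye.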
D2 potentiator = positive allosteric modulators of human D2 dopamine receptor; P14416; HEK293 T-REx D2, calcium flux, EC20 dopamine potentiation; potentiation, % at 10 µM; 0.34% of 340,000 active; AID 485347;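 active means potentiation over 3 SD above the plate norm, cut at about 30% in these data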; further: 0% is about no effect
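Cells plated with tetracycline inducer and held overnight at 30 C; calcium dye loaded 30–90 min at room temperature; baseline taken, compound added and read 180 s; EC20 dopamine then added and read 180 s.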
The depositor's hits bear a star; ? = inconclusive; nt = not tested or not shown; & = joins results of further samples. Unless noted, no stated cut-off is given here; in the data, active means activation above about 30%; inactive means the rest.

cpd	SMILES	TRHR ag	RXFP1 antagonist	D2 antagonist	D2 ag	D1 antag	TRHR enhancer	D1 potentiator	D1 ag	D2 potentiator
1	COc1ccc(-c2cc(C(=O)NN)[nH]n2)cc1OC	-0.4	-5	-13	-0.5	4	5	-11	-1	-2
2	COc1ccccc1NS(=O)(=O)c1ccc(C)c(C(=O)N2CCCC2)c1	-0.1	5	10	0.3	4	-4	-5	1	-2
3	Cc1ccc(-c2nc3ccccc3n2C)o1	0.6	-3	-13	0.8	-15	-13	-12	3	-2
4	CCc1ccc(C(C)NC(=O)C2CCCC2)cc1 (configuration not stated)	-1.1	2	1	0.3	-20	6	4	1	3
5	CNc1ccc(S(=O)(=O)NCC(=O)NCCCc2ccccc2)cc1[N+](=O)[O-]	-1.0	1	-20	0.0	0	-7	-8	3	1
6	O=C1/C(=C/c2ccc([N+](=O)[O-])cc2)CCC1C1CCCC1 (configuration not stated)	0.1	2	-5	0.4	3	3	5	2	5
7	CCC(=O)N1CCc2cc(CNC(=O)C(CC)c3ccccc3)ccc21 (configuration not stated)	-0.8	-7	nt	0.6	11	0	-3	-1	2
8	O=C(COC(=O)c1ccc2ncsc2c1)NCc1ccc(F)cc1	0.0	2	25	-0.2	-22	0	nt	10	-12
9	COc1cc(NC(=O)c2nc(-c3ccc(Cl)cc3)n3c2CCCCC3)cc(OC)c1OC	0.1	-6	nt	0.0	0	-5	-1	2	-1
10	COc1ccc(CNC(=O)CN2CCC(NC(=O)c3ccc(OC)cc3)CC2)cc1	0.2	-9	6	-0.6	9	1	0	0	1
11	COc1ccc(N2CCN(CCNC(=O)CCC(=O)NNc3nc4ccccc4c4nc(C)nn34)CC2)cc1	0.6	9	0	-0.2	-7	0	2	1	4
12	COc1ccc(NS(=O)(=O)c2ccc(C(=O)OC(C)C(=O)N3CCOCC3)cc2)cc1 (configuration not stated)	2.2	-7	3	3.2	11	-4	0	15	3
13	O=C(CCOc1ccccc1)N(Cc1cccnc1)c1nc2c(F)cc(F)cc2s1	1.1	-8	nt	nt	nt	-1	-4	15	-1
14	Cc1cc(F)ccc1NC(=O)C1CCCN(C(=O)c2cnn(-c3ccccc3)c2-n2cccc2)C1 (configuration not stated)	-1.5	nt	nt	1.3	-5	-3	-2	5	2
15	COc1ccc(/C=C2\SC(=S)N(CCC(=O)NC3CCCC3)C2=O)cc1OC	-0.7	-2	16	1.2	4	12	9	0	-7
16	O=C(NCCCNc1ccc([N+](=O)[O-])cc1Cl)c1ccccc1F	-2.1	-12	2	2.0	-30*	-7	-7	1	nt
17	Cc1ccc(C)c(OCCCN2CCCC2)c1	0.8	4	-6	0.3	-29	-2	-12	5	nt
18	Cc1ccc(Nc2nnc(SCC(=O)Nc3cccc(S(=O)(=O)N4CCCCC4)c3)s2)cc1	1.0	13	22	0.9	-3	-5	-5	3	-4
19	COC(=O)C1CCN(CC(=O)Nc2cc(Cl)ccc2OC)CC1	-0.7	nt	1	-0.4	-14	-9	-5	1	-18
20	Cc1ccc(S(=O)(=O)N(C)C)cc1NC(=S)NNC(=O)C(N)=O	0.3	3	-5	-0.6	3	-2	-5	1	2
21	COc1ccc(C)cc1NC(=O)CSCc1cc(=O)n2c(C)csc2n1	0.2	-11	-11	0.1	2	0	0	3	7
22	OC[C@H]1O[C@@H](n2cnc3c(Nc4ccccc4)ncnc32)[C@H](O)[C@@H]1O	0.2	nt	-25	-3.8	4	12	-4	2	2
23	O=C(/C=C/c1ccco1)c1ccccc1O	-0.5	-13	-16	-1.8	3	3	-1	4	-2
24	COc1cccc(CSc2nc3n(n2)C(c2cccnc2)C(C(=O)Nc2ccccc2C)=C(C)N3)c1 (configuration not stated)	-0.1	10	nt	0.0	-7	-2	-2	-1	-4
25	O=C(Cn1nc(Cc2cccnc2)c2ccccc2c1=O)Nc1ccccc1F	-1.5	-10	-10	-1.5	1	1	-12	3	9
26	O=C(Cc1ccccc1Cl)Nc1cc(S(=O)(=O)N2CCOCC2)ccc1N1CCOCC1	0.1	-4	-5	0.5	18	6	14	2	18
27	O=C(Nc1cccc(NC(=O)c2ccccc2Cl)c1)c1ccco1	-1.0	2	5	0.4	-10	-4	-9	2	-4
28	COC(=O)CNc1cccc(C(F)(F)F)c1	-0.3	-14	5	0.5	-8	10	-8	1	13
29	O=C(COC(=O)c1ccc2c(c1)S(=O)(=O)N=C1CCCCCN12)NCc1cccs1	-0.1	-8	12	0.2	-22	1	-10	3	5
30	CCCc1nnc(N2C(=O)c3oc4ccc(F)cc4c(=O)c3C2c2ccc(C(=O)OC)cc2)s1 (configuration not stated)	-0.3	-10	nt	0.0	-11	8	-5	3	5
31	Cc1cccc(NC(=O)CNC(=O)CN2CCN(C)CC2)c1C	0.2	-3	3	0.6	-11	11	nt	2	3
32	COc1ccc(S(=O)(=O)N2CCN(Cc3cc(=O)n4ccccc4n3)CC2)cc1	-1.7	0	14	0.2	-15	11	-2	1	4
33	Cc1cccc(NC(=O)c2ccc(S(=O)(=O)N3CC(C)OC(C)C3)cc2)n1 (configuration not stated)	-0.4	11	6	-0.4	0	-4	-6	2	5
34	C/C=C/C(=O)N1CC2(CC(c3cccc(NC(=O)COc4ccc(Cl)cc4)c3)=NO2)C[C@@H]1C(N)=O (some centres not stated)	-1.2	nt	18	-0.6	14	-3	5	0	3
35	Cc1cnc(C(=O)OCC(=O)Nc2ccc(Cl)cn2)cn1	-0.2	19	-28	0.0	3	18	6	3	19
36	CCOCCCNC(=O)C(=O)NCCCOCC	-0.3	13	2	1.4	0	1	-3	2	11
37	Cc1ccc(C(=O)N2CCN(c3cnn(C)c(=O)c3Cl)CC2)cc1	-0.9	3	-22	2.4	-11	3	0	0	1
38	COc1ccccc1NC(=O)C(C)OC(=O)C1CCN(S(=O)(=O)c2ccc(C)c(C)c2)CC1 (configuration not stated)	0.0	3	-11	0.4	4	-7	-4	4	-6
39	Cc1ccc(C(=O)Cn2c(C(=O)OCCO)cc3ccccc32)cc1	-0.7	6	-19	-0.1	-22	-7	-7	0	7
40	CN(CC(=O)Nc1ccccc1Br)C(=O)CN1CCN(Cc2ccc(Cl)cc2)CC1	0.3	1	6	1.0	4	1	-2	0	-6
41	O=C(Nc1ccc(F)cc1)c1nc(SCc2ccccc2F)ncc1Cl	4.2	6	nt	1.4	2	-3	2	10	-11
42	O=C(Cc1csc(NC(=O)Nc2cccc(Cl)c2)n1)NCc1ccccn1	-0.2	-29	6	0.8	-31*	5	-5	7	1
43	O=C(O)c1cccc2c1-c1ccccc1/C2=N\Nc1ccccc1	0.4	1	4	-1.3	5	1	-3	4	7
44	COCCNC(=O)/C(C#N)=C/c1ccc(OC(=O)c2cccs2)c(OC)c1	0.9	?	14	2.4	-6	5	-8	4	1
45	O=c1c2[nH]c3ccc(F)cc3c2nc2n1CCCS2	1.9	19	-11	0.0	6	-2	-1	1	10
46	Cc1ccc(S(=O)(=O)N2CCCCC2)cc1NC(=O)c1ccc2ccccc2n1	-0.4	-13	-7	-0.2	-3	5	-3	7	24
47	COc1ccccc1Nc1nc(-c2ccc(F)cc2)c2c(n1)-c1ccccc1OC2	0.3	-1	nt	0.5	10	21	-5	3	-11
48	COc1ccc(CCNC(=O)C(=O)c2c(C)[nH]c3ccccc23)cc1	-0.7	12	-2	0.0	-1	3	6	1	-5
49	COc1ccc(C(N)CCc2ccco2)cc1 (configuration not stated)	-1.1	-2	3	-1.1	-4	3	-5	19	5
50	O=C1CCC(C(=O)N2CCOCC2)CN1Cc1ccc(Cl)cc1 (configuration not stated)	0.7	0	2	-0.1	-6	2	0	4	-9

An excerpt from above with just RXFP1 antagonist:
| No. | smiles | RXFP1 antagonist |
| --- | --- | --- |
| 35 | Cc1cnc(C(=O)OCC(=O)Nc2ccc(Cl)cn2)cn1 | 19 |
| 36 | CCOCCCNC(=O)C(=O)NCCCOCC | 13 |
| 37 | Cc1ccc(C(=O)N2CCN(c3cnn(C)c(=O)c3Cl)CC2)cc1 | 3 |
| 38 | COc1ccccc1NC(=O)C(C)OC(=O)C1CCN(S(=O)(=O)c2ccc(C)c(C)c2)CC1 (configuration not stated) | 3 |
| 39 | Cc1ccc(C(=O)Cn2c(C(=O)OCCO)cc3ccccc32)cc1 | 6 |

Next part:
cpd	SMILES	TRHR ag	RXFP1 antagonist	D2 antagonist	D2 ag	D1 antag	TRHR enhancer	D1 potentiator	D1 ag	D2 potentiator
51	CCn1c(=N)c(S(=O)(=O)c2ccc(F)cc2)cc2c(=O)n3ccccc3nc21	-0.5	-19	-12	0.1	-3	10	-4	0	-19
52	COC(=O)Cn1ccc2cc(S(=O)(=O)N3CCCCCC3)ccc21	-0.1&0.3	-2&0	12	0.1&-0.2	8&-24	-4&-3	-9&1	2&6	12&-10
53	COC(=O)c1sccc1S(=O)(=O)N(CC(=O)Nc1cc(C)ccc1C)c1ccc(C)c(C)c1	-0.3	-2	nt	1.1	14	-5	-5	3	0
54	COc1cccc(Cn2cc(N)cn2)c1	0.1	0	-1	-0.1	-5	32*	3	2	7
55	Cc1ccc(CCNC(=O)c2cn(C)c3ccc(S(=O)(=O)N4CCCCC4)cc3c2=O)cc1	-0.3	-2	nt	0.3	12	-12	-2	0	-3
56	Cc1cccc(-c2nnc(SCc3ccc(C#N)cc3)n2Cc2ccco2)c1	0.9	7	7	-0.6	-22	-8	-3	1	-1
57	CC(CCc1ccccc1)NC(=O)COC(=O)CC1CC2CCC1C2 (configuration not stated)	0.3	9	12	0.6	8	2	0	0	-4
58	Clc1ccc(-n2nnnc2CN2CCCCC2)cc1Cl	-0.4	-5	-7	-1.0	8	-2	-9	1	-17
59	O=C(COC(=O)c1ccc(F)cc1F)Nc1ccc(Cl)cn1	-0.1	3	8	-0.2	13	-2	1	2	-7
60	CCC(Sc1ncnc2sc3c(c12)CCCC3)C(=O)OCC(C)C (configuration not stated)	-0.1	nt	nt	0.1	4	1	1	2	9
61	O=C(c1cc(-c2ccccc2)nn1-c1ccccc1)N1CCN(S(=O)(=O)c2ccc(F)cc2)CC1	0.1	-17	-14	0.4	3	-2	-4	3	10
62	NC(=O)Cn1cc(/C=N\NS(=O)(=O)c2ccc(F)cc2)c2ccccc21	0.6	-8	-3	0.8	4	0	2	3	-3
63	CSc1ccc(/C=C/c2ccc3cccc(O)c3n2)cc1	0.5	?	-8	0.7	11	2	3	5	-1
64	Cc1nn(-c2ccccc2)c2[nH]c(=O)cc(C(F)(F)F)c12	-1.4	-10	1	0.9	6	4	nt	10	8
65	Cc1cccc(NC(=S)N/N=C/c2cccc([N+](=O)[O-])c2)c1	-0.2	15	-6	-0.2	2	-1	-2	0	3
66	CCOC(=O)c1c(S(=O)(=O)NCC(=O)N2CCN(c3ccc(OC)cc3)CC2)c(C)n(C)c1C	-0.7	-16	-3	-0.2	-1	1	-3	7	10

Screening data (PubChem BioAssay)

Rows were taken by chance; any-hit rate near 7.3%.
